# JMJD2C inh = inhibitors of human GASC-1 (JMJD2C) demethylase; inhibition, % at 2.35 µM; Q9H3R0; GST-JMJD2C(1-420) H3K9me3 demethylation, DELFIA europium; 0.069% of 330,000 active; AID 2099;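 active means more than half of a compound's replicate wells show inhibition beyond 50%, single wells judged on their own value; inconclusive means some, but no more than half, of replicates pass 50% inhibition; inactive means no replicate passes 50% inhibition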;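 further: signal counts dimethyl H3K9 product captured on neutravidin plate; 0% = median of DMSO wells and 100% = 0.3 times that DMSO median; strong numbers were not always called active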
# VLA-4 inh = inhibition in a human VLA-4 binding assay. P13612. VLA-4 expressing cells, ligand binding flow cytometry. inhibition, % (about 7 µM as worked out from the volumes in the protocol). 0.2% of 330,000 active; in the data active means inhibition above about 50%
# Target sequence (P13612 whole entry, looked up): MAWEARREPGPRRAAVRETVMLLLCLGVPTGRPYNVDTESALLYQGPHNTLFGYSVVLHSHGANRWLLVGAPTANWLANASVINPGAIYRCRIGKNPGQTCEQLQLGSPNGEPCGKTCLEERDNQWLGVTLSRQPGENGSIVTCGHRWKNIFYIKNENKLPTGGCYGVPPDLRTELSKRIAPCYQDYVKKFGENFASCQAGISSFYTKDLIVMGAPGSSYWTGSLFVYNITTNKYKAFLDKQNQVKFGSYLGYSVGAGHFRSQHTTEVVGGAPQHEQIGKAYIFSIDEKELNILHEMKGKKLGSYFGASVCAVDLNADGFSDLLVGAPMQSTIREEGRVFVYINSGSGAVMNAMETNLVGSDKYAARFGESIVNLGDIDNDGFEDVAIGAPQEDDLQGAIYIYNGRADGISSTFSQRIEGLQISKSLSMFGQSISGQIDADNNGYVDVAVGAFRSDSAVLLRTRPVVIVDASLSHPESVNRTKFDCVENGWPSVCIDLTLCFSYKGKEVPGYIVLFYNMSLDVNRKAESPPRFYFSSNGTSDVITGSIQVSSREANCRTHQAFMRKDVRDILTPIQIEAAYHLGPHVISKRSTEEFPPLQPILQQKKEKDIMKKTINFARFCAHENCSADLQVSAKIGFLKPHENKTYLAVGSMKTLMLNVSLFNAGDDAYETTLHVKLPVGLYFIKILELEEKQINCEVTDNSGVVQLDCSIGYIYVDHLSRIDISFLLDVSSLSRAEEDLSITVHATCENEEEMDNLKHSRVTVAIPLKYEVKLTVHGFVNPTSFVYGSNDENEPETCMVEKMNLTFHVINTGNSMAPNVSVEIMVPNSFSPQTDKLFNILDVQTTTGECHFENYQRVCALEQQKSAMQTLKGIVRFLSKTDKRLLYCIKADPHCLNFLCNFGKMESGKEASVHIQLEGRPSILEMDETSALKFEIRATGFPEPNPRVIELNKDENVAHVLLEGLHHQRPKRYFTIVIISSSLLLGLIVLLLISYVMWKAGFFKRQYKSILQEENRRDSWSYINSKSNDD
# CIT2-GFP yeast = yeast TOR pathway CIT2-GFP modulation | GFP response vs DMSO, % at 10 µM | S. cerevisiae CIT2-GFP strain, flow cytometry, 3 h; 100 means same as DMSO wells | 0.065% of 320,000 active;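 active means GFP response relative to DMSO above a set limit, near the screen mean plus 3 SD, cut at about 150% in these data; inconclusive means Fewer than 70 cells measured for a yeast strain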;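 further: ratio of well median GFP fluorescence to mean of DMSO wells on the plate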
# LAP4 TOR yeast = modulators of TOR pathway LAP4-GFP in S. cerevisiae | S. cerevisiae LAP4-GFP multiplex, flow cytometry GFP, 3 h; median GFP as percent of DMSO wells | GFP response vs DMSO, % at 10 µM | 0.34% of 320,000 active | AID 2023;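 active means GFP response vs DMSO above a set limit, about the screen mean plus 3 SD, cut at about 150% in these data; inconclusive means under 70 cell events counted for the yeast strain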
# AGP1 TOR yeast = alters AGP1-GFP fluorescence in TOR pathway yeast screen; S. cerevisiae AGP1-GFP multiplex flow cytometry, 3 h; GFP as percent of DMSO wells; GFP response vs DMSO, % at 10 µM; 0.02% of 320,000 active; AID 2066;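 active means GFP response relative to DMSO above a set limit, near screen average plus 3 SD, cut at about 150% in these data; inconclusive means fewer than 70 cells counted for the yeast strain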;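 further: median GFP channel fluorescence of the gated AGP1 strain per well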
# GRK2 aptamer HTS = human GRK2 inhibition via aptamer displacement. 0.59% of 330,000 active. inhibition of aptamer binding, % at 10 µM. P25098. bead flow cytometry, FAM-aptamer displacement from GRK2;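 active means inhibition of aptamer binding above 40%, roughly 3 SD of noise, on plates passing a quality check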;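 further: median bead fluorescence of bound FAM aptamer so fluorescent compounds give negative values; no value below 0 was filed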
# MEP2-GFP yeast = yeast TOR pathway MEP2-GFP modulation; S. cerevisiae MEP2-GFP strain, flow cytometry GFP, 3 h; 100% = DMSO control level; GFP response vs DMSO, % at 10 µM; 0.51% of 330,000 active;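 active means GFP response versus DMSO above a set limit, roughly screen mean plus 3 SD, cut at about 180% in these data; inconclusive means fewer than 70 cells counted for a yeast strain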;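 further: median GFP fluorescence of the barcode-gated MEP2-GFP cells per well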
# RPL19A-GFP yeast = modulators of TOR pathway RPL19A-GFP in S. cerevisiae; percent response vs DMSO, % at 10 µM; S. cerevisiae RPL19A-GFP strain, flow cytometry, 3 h; hits give low values; 0.3% of 330,000 active; AID 2025;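 active means percent response vs DMSO below 50%; inconclusive means fewer than 70 events counted for the yeast strain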;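 further: median channel GFP fluorescence of the barcoded RPL19A-GFP strain; ratio of sample median GFP to plate DMSO average so 100% = DMSO; lower means less RPL19A-GFP as with rapamycin TOR inhibition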
# * marks the source's active call; other numbers are inactive results; ? = inconclusive; nt = no result given; [ ] = remark or other dose.
SMILES,JMJD2C inh,VLA-4 inh,CIT2-GFP yeast,LAP4 TOR yeast,AGP1 TOR yeast,GRK2 aptamer HTS,MEP2-GFP yeast,RPL19A-GFP yeast
COC(=O)c1c(C)[nH]c(C(=O)C(C)OC(=O)C2CC2C)c1C (stereo not drawn),4,-15,104,102,101,1,102,103
CCc1sc(NC(=O)CN2CCOCC2)nc1-c1ccccc1,-6,3,100,99,97,0,99,95
O=C1C(c2ccccc2)=[N+]([O-])c2ccccc21,-8,18,89,160*,87,1,93,105
CCOC(=O)N1CCC(NC(=O)CCc2ccccc2)CC1,2,2,103,92,99,2,105,98
c1ccc(Nc2nc(Nc3ccccc3)nc(N3CCNCC3)n2)cc1,-5,24,110,96,103,0,110,106
CCC(C)(C)NC(=O)CN(CC1CCCO1)C(=O)CNS(=O)(=O)c1ccccc1 (stereo not drawn),3,14,108,107,100,0,127,100
CNC(=O)c1sc(N2N=C3/C(=C/c4ccccc4)CCCC3C2c2ccccc2)nc1C (stereo not drawn),-40,-4,98,96,97,1,98,97
O=C(CN1C(=O)c2ccccc2C1=O)NNC1=NS(=O)(=O)c2ccccc21,-4,11,109,99,106,1,105,105
O=C(CCNC(=O)C1CCN(S(=O)(=O)c2ccccc2)CC1)NCc1ccc(Cl)c(Cl)c1,7,0,111,106,114,3,108,106
CCCN(CCC)Cc1c(C(=O)N/N=C/c2ccsc2)nnn1-c1nonc1N,8,-3,101,96,98,0,104,99
CC(C)NC(=O)NC(=O)COC(=O)c1ccc(OC(F)(F)F)cc1,1,13,110,104,105,0,109,107
CCOc1ccccc1N1CC(C(=O)N2CCOCC2)CC1=O (stereo not drawn),-32,-6,93,94,96,1,102,99
CN1/C(=C\C(=O)COC(=O)c2ccc(O)cc2)C(C)(C)c2ccccc21,-12,-158,94,97,97,4,85,93
COc1ccc(Br)cc1-c1noc(-c2ccccc2F)n1,-7,21,97,101,nt,3,95,94
Cc1sc2ncn3cnnc3c2c1C,19,13,110,109,104,0,108,101
c1ccc(-n2cnnc2SCc2cn3ccccc3n2)cc1,-4,10,93,91,96,7,88,92
O=C(CN1C(=O)c2ccccc2C1=O)N1CCN=C1c1ccccc1,13,7,119,124,118,0,121,90
COc1ccc(OCC(=O)NNC(=O)c2cccs2)cc1,22,-3,?,92[may fluoresce violet],?,0,?,97[may fluoresce violet]
Cc1cccc(C(=O)NCC(=O)N2CCOCC2)c1,-6,-4,97,106,101,0,102,98
COc1ccc(SC[C@H](CC(C)C)N2CCN(CCc3ccccc3)CCC2=O)cc1,7,4,103,109,92,0,91,95
Cc1cc2nc3n(c2cc1C)CC1CC(C(=O)NCc2ccccc2)N(C)C31 (stereo not drawn),3,12,98,92,104,0,94,97
Cc1occc1C(=O)Nc1c(Cl)cccc1Cl,5,12,91,80,84,0,91,97
Brc1ccc(-c2noc(-c3ccccn3)n2)o1,6,19,113,91,99,0,106,105
COc1ccc(N2CCN(S(C)(=O)=O)CC2)cc1,nt,6,101,85,99,0,93,100
CCC(C(=O)NC1CCCCC1)n1c2ccccc2c2nc(=O)cc(C)n21 (stereo not drawn),-14,3,97,96,98,0,93,100
CCNC(=O)NC(=O)C(C)OC(=O)c1oc2ccccc2c1CSC1CCCCC1 (stereo not drawn),2,9,98,90,95,2,99,96
O=C(Nc1ccc2c(c1)OCO2)c1cnccn1,23,-4,97,111,126,0,105,111
CN1CCN(NC(=S)NC(C)(C)CC(C)(C)C)CC1,9,6,107,94,89,0,114,97
CCC(C)NC(=O)N[C@@H](CCSC)C(=O)OC (stereo partly drawn),1,6,108,97,104,4,107,100
COc1ccc(N(C(=O)COc2ccc(C)cc2)S(=O)(=O)c2ccc(C)cc2)cc1,3,9,94,98,100,1,100,100
COc1ccc(CC(=O)NCc2ccc3c(c2)cc(C)n3C)cc1,0,7,86,100,92,67*,107,97
O=c1nc2ccccc2c2n1CC(CN1CCN(c3cccc(Cl)c3)CC1)N2 (stereo not drawn),-2,-6,105,103,110,1,108,103
O=C1CC(c2cccc(Cl)c2)CC(O)=C1C=Nc1cccc(Cl)c1 (stereo not drawn),10,-7,82,107,96,0,90,97
CC(=O)NCc1ccc(-c2nc3ccccc3s2)cc1,10,17,97,110,101,3,105,102
CCS(=O)(=O)c1ccc2oc(SCC(=O)NCCc3ccccc3)nc2c1,-7,14,96,95,92,2,85,89
COc1ccc2cc(C(=O)N(C)CC(=O)Nc3ccccc3Br)ccc2c1,12,7,82,108,91,1,99,95
Cc1ccc(-c2nc3ccccc3c(=O)n2NC(=O)c2cccs2)cc1,1,13,108,99,113,0,106,111
Cc1cc(=O)n(CCO)c(O)c1C#N,-12,-4,107,105,110,0,111,102
COc1cc(/C=N/Nc2ncc(C(F)(F)F)cc2Cl)cc(OC)c1OC,10,41,98,104,97,0,107,101
COc1cc(OC)cc(C(=O)NCC2CCCN(C(=O)c3csc(C)n3)C2)c1 (stereo not drawn),-1,12,101,99,106,3,96,106
CCCCc1ccc(NC(=O)C2CCCC2)cc1,16,-13,84,112,98,nt,95,96
Cc1ncc(S(=O)(=O)c2ccc(Cl)cc2)c(N)n1,1,6,88,103,99,2,92,94
CC(C)(C)c1nnc(NC(=O)Cc2ccc(Br)cc2)s1,6,1,91,78,84,0,93,91
CC[C@](C)(O)c1cc2ccccc2c(=O)o1,0,-15,103,97,104,4,95,98
CC(C)(C)C1=Nn2c(nnc2-c2ccccc2F)SC1,16,6,105,104,116,1,108,104

# Brought forward from above: 3 compounds, followed by the next part.
SMILES,JMJD2C inh,VLA-4 inh,CIT2-GFP yeast,LAP4 TOR yeast,AGP1 TOR yeast,GRK2 aptamer HTS,MEP2-GFP yeast,RPL19A-GFP yeast
CC(C)(C)c1nnc(NC(=O)Cc2ccc(Br)cc2)s1,6,1,91,78,84,0,93,91
CC[C@](C)(O)c1cc2ccccc2c(=O)o1,0,-15,103,97,104,4,95,98
CC(C)(C)C1=Nn2c(nnc2-c2ccccc2F)SC1,16,6,105,104,116,1,108,104
O=C1CC(N2CCCc3ccccc32)C(=O)N1c1ccccc1 (stereo not drawn),-2,0,90,97,108,1,102,101
COc1ccccc1C(=O)OCCCN=C1NS(=O)(=O)c2ccccc21,-1,-2,103,108,103,3,115,98
c1ccc(CNn2nnnc2-c2ccccc2)cc1,3,3,101,95,94,1,96,nt
CCOc1ccc(C(Nc2ccc(C)cc2)P2(=O)OCC(C)(C)CO2)cc1 (stereo not drawn),10,5,99,99,98,4,97,98
Cc1ccc(NC(=O)c2ccccc2NS(=O)(=O)c2ccc(F)cc2)cc1S(=O)(=O)N1CCCCC1,-1,-13,98,89,91,3,95,96
COc1cc(C(=O)NCc2ccco2)c(Br)c(OC)c1OC,4,-3,95,95,102,0,103,99
CCOc1ccc(OCCCN(C)C)cc1,4,12,110,111,110,0,107,114
COc1cc([N+](=O)[O-])c2nccnc2c1,-1,2,92,94,100,1,94,93
Cn1c(N)c(C(=O)COC(=O)CC2CC3CCC2C3)c(=O)n(C)c1=O (stereo not drawn),-26,19,95,109,101,0,98,103
COc1ccc(C(=O)N/C(=C\c2ccccc2)C(=O)NCCCn2ccnc2)cc1,-11,4,96,98,99,0,105,109
CN(C)C(=O)CSc1nnc(CCN)o1,-31,22,103,105,108,0,112,108
Nc1cccc(CN2CCCC2)c1,7,11,84,73,82,0,89,85
CCOC(=O)N1CCN(C(=O)COc2ccc3ccccc3c2Br)CC1,6,9,106,83,89,0,101,110
CCOCCCNC(=O)C(c1ccc(C)cc1)N(Cc1ccc2c(c1)OCO2)C(=O)CNC(C)=O (stereo not drawn),-4,6,100,104,108,0,101,104
CC(=O)c1nc(N2C(=O)CC(Cc3ccc(C)cc3)C2=O)sc1C (stereo not drawn),2,3,100,101,98,2,104,102
C/C(=N/OC(=O)c1c(-c2c(Cl)cccc2Cl)noc1C)c1cnccn1,-1,-1,118,105,112,0,101,102
Cc1cccc2sc(NNC(=O)c3ccc(S(=O)(=O)N4CCc5ccccc5C4)cc3)nc12,-2,2,97,110,94,0,100,101
CCc1nnc(NC(=O)C(CC)CC)s1,-28,0,109,104,101,1,110,108
CC1(C(=O)O)CCC(C(=O)Nc2cccc(F)c2)C1(C)C (stereo not drawn),-3,4,99,104,95,0,102,101
Cc1nc(Nc2nc3ccccc3o2)nc(C)c1C,-10,5,93,115,94,2,94,95
CCOc1ccccc1Nc1nc(-c2sc(NC(=O)c3cccc(Cl)c3)nc2C)cs1,5,23,92,92,102,9,105,102
C=CCc1cc(C)ccc1OCCn1ccnc1,-35,12,84,nt,89,1,84,91
O=C(COC(=O)Cc1cccs1)Nc1ccc(OC(F)(F)F)cc1,2,3,79,94,89,0,87,86
COc1ccc(O)c(/C=N/Nc2nc(C)cc(-c3ccccc3)n2)c1,0,9,94,149,99,1,99,97
COc1ccc(OCCNC(=O)Nc2cc(F)c(F)cc2Cl)cc1,7,-2,104,101,95,1,101,99
CCOc1ccc(OCC(=O)Nc2ccc(S(N)(=O)=O)cc2)cc1,3,9,100,106,103,8,96,104
CCn1cnc2c1c(=O)n(CC(=O)O)c(=O)n2Cc1ccccc1,10,3,97,83,93,0,95,103
O=C(CSc1nc2c(sc3ccccc32)c(=O)n1Cc1ccco1)NCC1CCCO1 (stereo not drawn),-4,7,103,101,105,0,105,98
CC(=O)CCn1cc([N+](=O)[O-])nc1C,-17,10,110,116,117,1,108,110
CCN(CC)c1ccc(CNc2nc3ccccc3n2CCN2CCOCC2)cc1,-9,14,96,96,98,2,95,91
C[C@H](NC(=O)c1[nH]cnc1C(=O)Nc1ccccc1)c1ccccc1,1,25,101,85,81,0,91,99
O=C(c1oc(=O)c2ccccc2c1-c1ccccc1)N1CCN(C2CCCCC2)CC1,8,8,107,111,109,1,106,96
COc1ccccc1N(CC(=O)Nc1ccccc1C(=O)NC(C)C)S(C)(=O)=O,10,5,94,93,92,2,99,95
c1ccc(-c2ccc(-c3[nH]ncc3CN3CCC(N4CCSCC4)CC3)cc2)cc1,-1,5,94,89,96,0,92,96
COc1ccc(NC(=O)CCCC(=O)NCCc2ccc(OC)c(OC)c2)cc1,8,1,109,107,105,0,114,103
O=C(NC(Cc1ccccc1)C(=O)O)/C(=C/c1cccc(Br)c1)NC(=O)c1ccco1 (stereo not drawn),1,-5,89,83,93,0,96,94
c1ccc2c(c1)[nH]c1nc3nncn3nc12,?,25,103,101,111,0,105,103
COc1ccc(Cl)cc1NC(=S)NN1CCOCC1,-5,-4,103,102,103,2,99,108
CCOC(=O)c1cccc(NC(=O)CNS(=O)(=O)c2cccs2)c1,-2,-6,103,102,102,1,102,102
C=CCOc1ccc(CNn2c(C)n[nH]c2=S)cc1OC,1,14,99,98,106,0,113,98
CC1(C)NC(=O)N(CC(=O)N2CCN(c3cccc(Cl)c3)CC2)C1=O,nt,4,96,95,97,0,98,98
CC(=C\c1ccco1)/C=C1/SC(=S)N(CC(=O)O)C1=O,4,9,107,117,118,21,114,104
O=C(NCC1CCCO1)c1ccc(S(=O)(=O)N2CCCCC2)cc1 (stereo not drawn),-5,10,99,98,107,1,106,103

# Bioassay records (PubChem BioAssay)
